Screening data from PubChem.
Vif imaging: HIV Vif inhibition. AID 602346. HEK293T cells, Vif self-association by quenched fluorescence, imaging, 24 h. inhibition, % at 7.49 µM. 0.35% of 340,000 active; in the data active means inhibition above about 50%, passing the limit was not always enough; further: some results filed as inactive read as strong as hits
An asterisk follows results filed as active. A portion of the library (hit frequency here may not be typical).

SMILES | Vif imaging
O=C1C=Cc2ccccc2C1=O | -5
NCCc1c[nH]c2ccc(F)cc12 | -4
